Screening data deposited in PubChem BioAssay by several laboratories.
Rac1 GTP hydrolysis: MgcRacGAP GTPase-activating activity inhibitors, confirmation, biochemical, ADP Hunter fluorescence; MgcRacGAP-stimulated Rac1 GTP hydrolysis, ADP Hunter fluorescence; higher % means a stronger effect; GST-tagged Rac1 F28L mutant substrate; inhibition, % at 30 µM; hits with a dose series show IC50 in µM; AID 624330; 340,000 compounds, 0.6% hits;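 active = first-screen hits whose inhibition reached a set limit at any dose in the follow-up dose series; inconclusive = inhibition above the set first-screen limit but never retested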;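 note: fluorescence reports GDP produced by GAP-driven GTP hydrolysis; strong numbers were not always called active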
AID2073: inhibitors of Mint1-CaV2.2 protein interaction, biochemical, HTRF (AID 2073); one-dose inhibition, % at 20 µM; IC50 in µM for titrated hits; HTRF protein-protein interaction, Mint1-CaV2.2; higher % means a stronger effect; 290,000 compounds, 0.19% hits; in the data active = inhibition mostly above about 51%, no sharp cut-off; inconclusive = no clear call, values can overlap the other calls; inactive = mostly below about 53%; note: some results filed as inactive read as strong as hits
RSV antiviral HEp-2: RSV antiviral activity via CPE protection, HEp-2 cells, primary 10 µM value included (AID 2391); HEp-2 cells, RSV-induced CPE inhibition; higher % means a stronger effect; CPE inhibition, % at 10 µM; hits with a dose series show IC50 in µM; 310,000 compounds, 0.13% hits; in the data active = a potency from the dose series; inconclusive = CPE inhibition mostly from about 23% at the one dose, without a potency; inactive = the rest, 99 in 100 with CPE inhibition below about 21%; note: strong numbers were not always called active
NS5 inhibitors: flavivirus cap methylation enzyme inhibition – biochemical, confirmation dose response, primary screen (AID 588689) | Dengue-2 NS5 methyltransferase capping enzyme assay, biochemical; higher % means a stronger effect | inhibition, % at 25 µM; hits with a dose series show IC50 in µM | 340,000 compounds, 0.3% hits; in the data active = a potency from the dose series; inconclusive = inhibition above about 29% without an active follow-up result
K1F lysis inhibition: protection from phage-mediated lysis, alamar blue read-out – E. coli UTI89, K1F phage, bacterial capsule biogenesis inhibitors (AID 488966) | E. coli UTI89 K1F phage lysis, alamar blue, 2 h; higher % means a stronger effect | one-dose inhibition, % at 100 µM; IC50 in µM for titrated hits | 340,000 compounds, 0.02% hits;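 active = phage lysis inhibition, versus mean bacterial control, above a set limit; inconclusive = no clear call, values can overlap the other calls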;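 note: capsule biogenesis inhibitors block K1F phage lysis so surviving cells raise fluorescence; higher fluorescence means more inhibition of phage lysis; actives were called in the ten point dose series up to 300 µM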
West Nile antiviral: West Nile virus antiviral activity, cell-based, CPE readout (AID 1621). 290,000 compounds, 0.02% hits. CPE inhibition, % at 10 µM, or IC50 in µM where a hit was titrated. West Nile virus-infected cells, CPE inhibition; higher % means a stronger effect; in the data active = a potency from the dose series; inconclusive = CPE inhibition mostly from about 3.7% at the one dose, without a potency; inactive = the rest, 99 in 100 with CPE inhibition below about 2.2%; note: strong numbers were not always called active
NTR1 agonist: agonists of NTR1, primary screen, imaging, U2OS cells, beta-arrestin-GFP, high content (AID 493036). 330,000 compounds, 0.17% hits. P30989. activation, % at 20 µM. NTR1-U2OS beta-arrestin-GFP spot imaging, agonist mode;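 active = activation at or above 40% of the spot to cytoplasm intensity ratio, with at least 20 cells analyzed; inconclusive = wells under 20 cells, flagged as cytotoxic or low count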;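 note: 0% = DMSO without peptide and 100% = 100 nM NTR1 peptide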
Target sequence (P30989 whole entry, looked up): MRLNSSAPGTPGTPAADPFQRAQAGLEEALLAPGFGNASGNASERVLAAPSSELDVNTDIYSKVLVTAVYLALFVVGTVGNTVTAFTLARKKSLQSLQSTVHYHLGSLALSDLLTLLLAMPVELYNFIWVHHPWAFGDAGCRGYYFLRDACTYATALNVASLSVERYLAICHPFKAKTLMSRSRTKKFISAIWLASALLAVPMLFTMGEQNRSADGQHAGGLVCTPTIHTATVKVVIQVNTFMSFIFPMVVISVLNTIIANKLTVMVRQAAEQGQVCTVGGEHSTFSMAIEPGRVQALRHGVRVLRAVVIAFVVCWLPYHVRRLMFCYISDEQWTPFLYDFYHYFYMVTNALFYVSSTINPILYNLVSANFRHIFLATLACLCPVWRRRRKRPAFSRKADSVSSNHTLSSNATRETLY
Siah-1 displacement: blockers of Siah-1 interaction with plectin peptide – biochemical, fluorescence polarization, rhodamine-plectin, uHTS, primary screen (AID 1817); Siah-1 / rhodamine-plectin peptide fluorescence polarization; higher % means a stronger effect; displacement, % at 20 µM, or IC50 in µM where a hit was titrated; 290,000 compounds, 0.02% hits;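 active = displacement of at least 50% at 20 µM, with a fluorescence ratio check between 0.3 and a set limit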;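 note: plate controls were Siah plus tracer with DMSO for no effect and tracer alone without Siah for full effect; strong numbers were not always called active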
SV40 large T antigen: SV40 large T antigen inhibitors, biochemical (AID 1903). SV40 large T antigen ATPase/helicase inhibition assay; higher % means a stronger effect. inhibition, % at 20 µM, or IC50 in µM where a hit was titrated. 310,000 compounds, 0.39% hits; in the data active = a potency from the dose series; inconclusive = inhibition mostly from about 32% at the one dose, without a potency; inactive = the rest, 99 in 100 with inhibition below about 32%; note: strong numbers were not always called active
NTR1 agonist cell count 20 µM: recorded beside NTR1 agonist, whose call it bears; cell count; measured here: cell count, cytotoxicity flag
NS5 inhibitors pilot replicate: further read-out of NS5 inhibitors, marked with its call; inhibition, %; measured here: pilot screen replicate inhibition
* marks the source's active call; other numbers are inactive results; ? = inconclusive; . = no result given; [ ] = dose if it differs, or a comment. Hits appear at their usual frequency; about 1.6% have a hit in one of these screens.

SMILES | Rac1 GTP hydrolysis | AID2073 | RSV antiviral HEp-2 | NS5 inhibitors | K1F lysis inhibition | West Nile antiviral | NTR1 agonist | NTR1 agonist cell count 20 µM | Siah-1 displacement | SV40 large T antigen | others
Cc1ccc2c(C)c(C(=O)N(Cc3ccncc3)CC3CCCO3)oc2c1C (stereo not drawn) | 3% | -6% | 3.6% | 3% | 0.5%[50 µM] | -1.0% | 6.0 | 64 | 6% | -2%
Cn1nnc2c[n+](CC(=O)c3ccc4ccccc4c3)cc(Br)c21 | -2% | -6% | 7.4% | -7% | -1.2% | 0.0% | 1.8 | 35 | 1% | 13%
Cc1cc(NC(=O)COC(=O)c2cnccn2)ccc1Br | 7% | . | . | -5% | 0.3% | . | -1.4 | 57 | . | .
COCCn1nnnc1CN1CCOCC1 | -1% | 2% | 1.0% | -1% | 2.3% | 0.1% | -0.2 | 59 | 2% | 0%
Cc1ccc(/C=N/NC(=O)Cc2c(F)cccc2Cl)s1 | 8% | 17% | 0.4% | -8% | -0.1%[50 µM] | -0.5% | 3.2 | 66 | 1% | -5%
Cc1ccc(S(=O)(=O)N2CCOC23CCN(C(=O)C(=O)NCCC(C)C)CC3)cc1 | 6% | . | -1.6% | -3% | 0.2%[50 µM] | . | 0.6 | 54 | . | 14%
CC(C)Cc1nc(SCC(=O)NCc2ccccc2)n[nH]1 | 15% | 0% | ? | -4% | 1.5% | -0.2% | -1.8 | 38 | -3% | 1%
COc1ccc(C2N(c3cc(Cl)ccc3OC)C(=O)C3CCCN32)c(OC)c1 (stereo not drawn) | -17% | -4% | 2.2% | 1% | 2.1% | 0.1% | 1.7 | 43 | 4% | 3%
COc1ccc(-c2ccc(=O)n(CC(=O)Nc3cccc(O)c3)n2)cc1OC | 11% | . | 2.2% | -8% | 3.2% | 0.0% | -0.1 | 42 | . | 14%
O=C(Sc1nnnn1C1CCCCC1)c1cccs1 | . | 1% | 0.3% | . | . | 0.0% | -0.3 | 107 | -4% | 10%

In the list so far, 2 have a Cl atom:
SMILES | Rac1 GTP hydrolysis | AID2073 | RSV antiviral HEp-2 | NS5 inhibitors | K1F lysis inhibition | West Nile antiviral | NTR1 agonist | NTR1 agonist cell count 20 µM | Siah-1 displacement | SV40 large T antigen | others
Cc1ccc(/C=N/NC(=O)Cc2c(F)cccc2Cl)s1 | 8% | 17% | 0.4% | -8% | -0.1%[50 µM] | -0.5% | 3.2 | 66 | 1% | -5%
COc1ccc(C2N(c3cc(Cl)ccc3OC)C(=O)C3CCCN32)c(OC)c1 (stereo not drawn) | -17% | -4% | 2.2% | 1% | 2.1% | 0.1% | 1.7 | 43 | 4% | 3%

(more compounds)
SMILES | Rac1 GTP hydrolysis | AID2073 | RSV antiviral HEp-2 | NS5 inhibitors | K1F lysis inhibition | West Nile antiviral | NTR1 agonist | NTR1 agonist cell count 20 µM | Siah-1 displacement | SV40 large T antigen | others
CC(NC(=O)Cn1cnnn1)c1cccc(C(F)(F)F)c1 (stereo not drawn) | 1% | 11% | 1.0% | -2% | 0.5% | 0.0% | 1.0 | 45 | 0% | 2%
CCOCCn1c2ccccc2c2nc3ccccc3nc21 | . | 20% | 2.8% | -1% | -0.2% | -0.1% | 1.9 | 99 | -3% | 24%
O=S(=O)(Nc1ccc(N2CCCCC2)cc1)c1ccc(F)cc1 | . | -24% | . | . | . | 0.2% | 1.0 | 57 | 0% | 13%
CCCCn1c(CN2CCN(C(=O)c3ccco3)CC2)nc2c1c(=O)n(C)c(=O)n2C | 1% | -6% | 2.2% | -6% | -0.4% | -0.4% | 0.0 | 56 | 1% | -2%
COC(=O)c1cccc(S(=O)(=O)N2CCC(n3nnc4cc(F)ccc43)CC2)c1 | 7% | -1% | 11% | -6% | 0.1% | -0.8% | -1.7 | 94 | -1% | 10%
CC(C)C[C@H](NC(=O)c1nc[nH]c1C(=O)N[C@@H](CC(C)C)C(=O)OC(C)(C)C)C(=O)OCc1ccccc1 | . | 23% | -4.4% | . | . | -1.0% | 29 | 86 | 4% | 6%
Cc1c(CCC(=O)NCCC(=O)O)c(=O)oc2cc3occ(-c4ccccc4)c3cc12 | 15% | 25% | 1.6% | -5% | -0.1% | 0.7% | 0.0 | 52 | 2% | 15%
COc1cccc(NC(=O)c2cccnc2)c1 | 4% | -4% | 0.5% | 2% | 2.8% | -0.1% | 3.4 | 101 | -5% | 8%
O=c1c2[nH]c3ccc(F)cc3c2ncn1CCCn1ccnc1 | 7% | 3% | -1.1% | 2% | 1.9% | 0.2% | -0.4 | 41 | 4% | 12%
COc1ccc(S(=O)(=O)N(Cc2ccccc2)c2ccccc2C(=O)N2CCOCC2)cc1 | 4% | 3% | -1.1% | -6% | -0.1% | 1.4% | 0.7 | 52 | -2% | 8%
Cc1occc1C(=O)O/N=C(\N)c1ccc(Cl)cc1 | -12% | -3% | 2.3% | -3% | -3.0% | 0.0% | -0.6 | 57 | -4% | 4%
COc1ccc(Nc2ncnc3c2cnn3Cc2ccc(C)cc2)cc1 | -2% | 6% | 14% | 4% | -0.7% | -0.3% | -0.8 | 58 | 2% | 6%
CC(=O)c1ccc(NC(=O)C[n+]2cccc(C)c2)cc1 | 8% | 5% | -0.1% | -9% | 0.3% | 0.2% | -0.2 | 54 | -2% | 2% | NS5 inhibitors pilot replicate=-2.1
Cc1cc(C)cc(C(=O)N2CC(C)SC2=Nc2cccc(S(=O)(=O)N(C)C)c2)c1 (stereo not drawn) | -10% | -7% | 2.6% | -9% | -0.7%[50 µM] | -0.1% | 2.7 | 74 | 10% | -3%
CCc1ccc(CC)c(S(=O)(=O)Nc2ccc(O)c(C(=O)O)c2)c1 | 7% | 13% | -0.2% | 2% | -1.5% | 0.1% | -1.1 | 54 | 2% | 2%
COc1cc(NC(=O)C2CC(=O)N(CCc3ccccc3)C2)cc(OC)c1 (stereo not drawn) | 14% | . | 1.0% | -6% | 0.5%[50 µM] | . | 0.6 | 64 | . | 6%
CCOC(=O)CC(=O)CSc1nc2c(cc1C#N)CCCCC2 | 8% | 7% | 0.1% | -6% | -0.3% | 0.6% | -1.9 | 60 | -4% | 6%
COc1ccc(NC(=O)Cc2ccccc2F)cn1 | 6% | 0% | 1.3% | -9% | -0.1% | -0.3% | 0.9 | 60 | 9% | -6%
COc1cc(C=NCC2OCCc3ccccc32)cc(OC)c1 (stereo not drawn) | 5% | 43% | 1.4% | -3% | 0.1% | -0.2% | -0.8 | 58 | 3% | 4%
CCc1cnccc1CCC(=O)Nc1ccccc1C | -4% | . | . | -5% | -2.9% | . | -0.6 | 54 | . | 0%
Cc1ccc(NC(=O)[C@@H]2CCCN2S(=O)(=O)c2ccccc2F)cc1 | -2% | 7% | -0.4% | 0% | -0.4% | -0.3% | 1.6 | 51 | 4% | 8%
O=[N+]([O-])c1cccc(S(=O)(=O)N2CCCCC2)c1 | 9% | 7% | 1.9% | 4% | 0.2% | -0.2% | 0.7 | 65 | -2% | 15%
CC(=O)N1CCN(CCN=CC2=C(O)CC(c3ccc(Cl)cc3)CC2=O)CC1 (stereo not drawn) | 3% | -4% | 6.1% | -1% | 0.2% | . | 1.8 | 60 | -2% | 9%
CC(=O)Nc1ccccc1C | 0% | . | 0.0% | 3% | -0.7% | . | -1.4 | 62 | . | .
O=C(CSc1nnc(NC(=O)c2ccco2)s1)Nc1ccc(F)cc1F | 5% | 23% | 1.0% | 0% | 0.0% | -0.5% | 2.7 | 52 | -1% | 23%
CC(c1ccccc1)C1CC(=O)N(c2ccc([N+](=O)[O-])cc2)C1=O (stereo not drawn) | 0% | 5% | 1.3% | -8% | -1.1% | -0.6% | 0.7 | 71 | 5% | 7%
Cc1cc(=O)n2nc(N3CCCC(C(=O)NCCc4ccccc4)C3)sc2n1 (stereo not drawn) | 9% | -4% | -0.8% | 10% | 0.6% | 0.0% | -0.8 | 38 | -2% | 22%
Cc1cc(C)cc(C(=O)Nc2c3c(nn2C(C)(C)C)CS(=O)(=O)C3)c1 | -11% | 11% | 0.4% | -1% | 0.1% | 0.1% | -0.5 | 48 | -1% | 4%
CCOC(=O)C1CCCN(C(=O)c2cc(Nc3ccc(OC)c(OC)c3)nc3ccccc23)C1 (stereo not drawn) | 7% | -6% | 2.8% | -2% | -5.5% | 0.2% | 1.0 | 69 | -1% | 9%
O=C(CCC(=O)N1CCCC1)Nc1nnc(C(F)(F)F)s1 | 9% | 18% | 1.9% | 1% | 0.5% | -0.6% | -0.4 | 47 | 2% | -1%
COc1cc([C@@H]2c3cc4c(cc3[C@@H](O)[C@@H](CO)[C@@H]2CO)OCO4)cc(OC)c1O[Si](C)(C)C(C)(C)C | . | 31% | 19% | . | . | -0.5% | 24 | 64 | 1% | 4%
O=c1c2ccccc2nnn1Cc1ccccn1 | 9% | -1% | -0.4% | 3% | 2.5% | -0.3% | 1.0 | 54 | 1% | 2%
COc1ccc(N(C(=O)c2snc(C(N)=O)c2N)C(C(=O)NC2CCCC2)c2ccco2)cc1OC (stereo not drawn) | 5% | 8% | . | -6% | 0.3% | 0.0% | -1.4 | 44 | 6% | .
CCOc1ccc(CCNC(=O)CCNC(=O)c2ccc(Br)cc2)cc1OCC | 6% | -2% | 1.1% | 1% | 0.6%[50 µM] | -0.1% | 0.9 | 58 | 0% | 20%
CC(=O)N[C@@H](Cc1c[nH]c2ccccc12)C(=O)NCc1ccccc1 | 5% | 0% | 0.5% | -7% | 0.3% | 0.1% | 3.0 | 44 | 1% | 7%
CC1Sc2ccc(C(=O)NCc3cccc(C(F)(F)F)c3)cc2NC1=O (stereo not drawn) | 0% | . | -1.1% | -10% | 0.5%[50 µM] | . | -1.0 | 54 | . | .
COc1ccc2oc(C(=O)N(C)Cc3ccc(OC(F)F)cc3)c(C)c2c1 | -2% | 3% | 12% | 3% | -0.6%[50 µM] | -0.6% | 2.3 | 65 | 15% | 17%
N#CC1(NC(=O)COC(=O)c2nc(Cl)c(Cl)c(N)c2Cl)CCCCC1 | 2% | . | 0.0% | -10% | -1.4% | . | 2.1 | 58 | . | 15%
Nc1ncn(-c2ncc(C(F)(F)F)cc2Cl)n1 | . | -9% | 1.3% | . | . | 0.2% | 0.2 | 32 | 7% | 7%
